RXFP1 antagonist: qHTS Assay for Antagonists of the Relaxin Receptor RXFP1; HEK293-RXFP1, relaxin-stimulated cAMP HTRF, 30 min; active compounds read low; activity change, negative = inhibition, % at 57.5 µM; 350,000 compounds, 0.59% hits; AID 1259400, 2018;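 active = activity change of -60% or lower, but not beyond a set lower limit; inconclusive = change between -60% and -40%, or beyond the set limit; inactive = change above -40%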; note: % is set by controls: 0 for no effect and ±100 for the full control effect
RXFP1 agonist: qHTS Assay for Agonists of the Relaxin Receptor RXFP1 | Relaxin receptor 1 (Homo sapiens), Q9HBX9 | HEK293T-RXFP1 cAMP TR-FRET, 30 min; response scale: percent of porcine relaxin response, buffer zero | Potency, µM (top dose mostly 57.5 µM), for the others: at the top dose activation, hits mostly activators | 370,000 compounds, 0.3% hits | AID 2676, 2010; active = well fitted activation curve with a large enough effect; inconclusive = small, poorly fitted or top-dose-only effect; note: potency is the fitted concentration of half-maximal effect; % is set by controls: 0 for no effect and ±100 for the full control effect; nearly all actives have a fitted effect of over 60% in size; many of its hits are not listed in these tables
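cAMP rise read by TR-FRET after 30 min, 37C compound exposure (up to 58 uM) in RXFP1-transfected HEK293 cells with Ro 20174 present. EC50 from Hill-equation fits, with 29 nM porcine relaxin as 100% and buffer as basal.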
D1 antagonist: Antagonist of Human D 1 Dopamine Receptor: qHTS; D(1A) dopamine receptor (Homo sapiens), P21728; HEK293 TREx D1 cells, calcium flux, dopamine EC80; active compounds read low; activity change, negative = inhibition, % at 10 µM; 360,000 compounds, 3.2% hits; in the data active = activity change below about -30%; note: % is set by controls: 0 for no effect and ±100 for the full control effect
Target sequence (P21728 whole entry, looked up): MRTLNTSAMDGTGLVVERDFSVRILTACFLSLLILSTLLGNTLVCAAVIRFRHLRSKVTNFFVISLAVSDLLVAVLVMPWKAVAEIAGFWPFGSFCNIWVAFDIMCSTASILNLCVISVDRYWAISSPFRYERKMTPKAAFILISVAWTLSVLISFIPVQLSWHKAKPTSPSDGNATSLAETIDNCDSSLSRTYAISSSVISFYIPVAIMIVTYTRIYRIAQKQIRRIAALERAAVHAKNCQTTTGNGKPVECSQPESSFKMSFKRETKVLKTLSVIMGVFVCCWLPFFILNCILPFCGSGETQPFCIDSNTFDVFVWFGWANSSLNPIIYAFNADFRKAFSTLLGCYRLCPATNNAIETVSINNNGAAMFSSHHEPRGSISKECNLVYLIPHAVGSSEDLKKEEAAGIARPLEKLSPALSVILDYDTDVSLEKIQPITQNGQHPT
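Calcium flux readout: force-coupled, inducible Hek293 Trex D1 line, cells induced overnight at 30 C with tetracycline, dye-loaded 30–90 min at RT. Antagonism scored against EC80 dopamine challenge given 180 s after compound.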
D1 ag: Allosteric Agonists of the Human D1 Dopamine Receptor: qHTS; AID 504660, 2011; D(1A) dopamine receptor (Homo sapiens), P21728; 360,000 compounds, 1% hits; activation, % at 2 µM; HEK293 T-REx D1 cells, calcium flux, agonist mode; in the data active = activation above about 30%; note: 0% is about no effect
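Tetracycline-induced HEK293 TREx D1 cells, force-coupled to calcium signalling, were dye-loaded with a no-wash calcium kit. Compound was pin-added after a 10 s baseline. Fluorescence was read kinetically at 1 cycle/s for 180 s, with calcium rises flagged as agonism.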
D2 potentiator: HTS Assay for Positive Allosteric Modulators of the Human D2 Dopamine Receptor: Primary Screen for Potentiators; D(2) dopamine receptor (Homo sapiens), P14416; HEK293 T-REx D2, calcium flux, EC20 dopamine potentiation; potentiation, % at 10 µM; 340,000 compounds, 0.34% hits;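 active = potentiation over 3 SD above the plate norm, cut at about 30% in these data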; note: 0% is about no effect
Target sequence (P14416 whole entry, looked up): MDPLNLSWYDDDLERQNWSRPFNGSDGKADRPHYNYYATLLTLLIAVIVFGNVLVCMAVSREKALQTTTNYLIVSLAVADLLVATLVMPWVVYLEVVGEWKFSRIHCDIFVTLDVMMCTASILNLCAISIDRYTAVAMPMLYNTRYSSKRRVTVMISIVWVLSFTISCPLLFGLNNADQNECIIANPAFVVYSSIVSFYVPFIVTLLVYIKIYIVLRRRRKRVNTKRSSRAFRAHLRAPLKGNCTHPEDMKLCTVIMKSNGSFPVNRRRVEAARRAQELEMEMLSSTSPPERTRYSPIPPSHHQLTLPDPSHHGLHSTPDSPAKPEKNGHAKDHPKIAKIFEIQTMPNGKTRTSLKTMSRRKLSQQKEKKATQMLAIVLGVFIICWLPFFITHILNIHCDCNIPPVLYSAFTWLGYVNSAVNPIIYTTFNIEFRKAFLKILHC
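Tetracycline-induced Hek293 Trex D2 cells, force-coupled to calcium, loaded with no-wash calcium dye. Compound added with 180 s kinetic read for agonism, then EC20 dopamine and a further 180 s read for potentiation.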
D2 ag: HTS Assay for Allosteric Agonists of the Human D2 Dopamine Receptor: Primary Screen for Agonists | D(2) dopamine receptor (Homo sapiens), P14416 | activation, % at 2 µM | 340,000 compounds, 0.53% hits | AID 485358, 2010 | HEK293 T-REx D2 cells, calcium flux agonist mode;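 active = activation over 3 SD above normal in the single-dose calcium agonist read, cut at about 30% in these data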; note: 0% is about no effect
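Agonism scored from kinetic calcium signal (1 read/sec, 180 s) following compound pin transfer, after a 10 s baseline. Cells: HEK293 Trex line expressing inducible D2 receptor coupled to calcium, dye-loaded after overnight culture at 30 C.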
D2 antag: HTS Assay for Allosteric Antagonists of the Human D2 Dopamine Receptor: Primary Screen for Antagonists. inhibition, % at 10 µM. AID 485344, 2010. 340,000 compounds, 2% hits. D(2) dopamine receptor (Homo sapiens), P14416. HEK293 TREx D2 cells, calcium flux, dopamine EC80; in the data active = inhibition above about 30%; note: 0% is about no effect
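HEK293 T-REx D2 cells, tet-induced, calcium dye no-wash. Cpd pintool add, 180 s kinetic, then EC80 DA, 180 s kinetic. Ca flux read.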
TRHR PAM: qHTS for Small Molecule Agonists and Allosteric Enhancers of Human TRH Receptor: Primary Screen for Enhancers; TRHR cells, fluo-8 calcium fluorescence, EC20 TRH enhancement; enhancement, % at 2 µM; Thyrotropin-releasing hormone receptor (Homo sapiens), P34981; AID 493056, 2011; 360,000 compounds, 0.66% hits; in the data active = enhancement above about 30%; note: 0% is about no effect
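TRHR-expressing cells loaded with fluo-8 calcium dye were read kinetically (ex 480/em 530) during compound addition, then stimulated with an EC20 of TRH (10 nM final). Enhancement of the Gq-mediated intracellular calcium response was scored.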
D1 PAM: Potentiators of Human D1 Dopamine Receptor: qHTS | HEK293 TREx D1 cells, calcium flux, dopamine EC20 potentiation | potentiation, % at 10 µM | 360,000 compounds, 0.036% hits; in the data active = potentiation above about 30%; note: 0% is about no effect
The depositor's hits bear a star; ? = inconclusive; . = no result given; & = joins results of further samples. A portion of the library, so the mix of outcomes need not match the whole.

SMILES	RXFP1 antagonist	RXFP1 agonist	D1 antagonist	D1 ag	D2 potentiator	D2 ag	D2 antag	TRHR PAM	D1 PAM
O=C1CC(c2ccccc2Cl)c2c(sc3c(=O)[nH]c(CCl)nc23)N1 (configuration not stated)	.	1.0%	1	2	0	-0.2	-13	1	-2
COc1ccc(NC(C)=O)cc1S(=O)(=O)Nc1ccc(OCc2ccccc2)cc1	-12	-1.7%	-11	10	-4	-0.4	1	-4	-1
COc1cccc(N2CCN(Cc3nc(N)nc(Nc4ccccc4)n3)CC2)c1	3	-2.0%	-15	0	.	-0.7	-6	9	-5
COCc1nnc(NS(=O)(=O)c2ccc(Cl)cc2)s1	-5	-0.2%	8	8	3	0.6	-2	-2	0
O=C(CCC(=O)c1ccc(Br)cc1)Nc1ccc(F)cc1	-11	-0.2%	7	5	7	-0.3	1	2	-4
COc1ccc(-c2ccc(SCC(=O)N3CCCC3)nn2)cc1OC	-3	2.3%	3	1	-2	1.1	18	-6	-8
CCOC(=O)N1N=C(c2ccccc2)CC1(O)C(F)(F)F (configuration not stated)	-6	2.8%	-1	1	13	0.3	-22	-4	-2
COCCCNC(=O)Cn1c(=O)n(Cc2ccc(C(=O)NCc3ccc(C)cc3)cc2)c(=O)c2ccccc21	.	4.4%	-4	3	4	.	.	0	3
COc1cccc(CNCCNC(=O)c2nonc2N)c1	-23	5.1%&-0.8%	0&3	4&3	13&7	0.4&0.6	15	19&2	-4&-5
Cc1ccc(S(=O)(=O)CNC(=S)c2ccc3ccccc3c2)cc1	-6	0.0%	-11	1	-4	-1.0	-8	-2	-5
CCOC(=O)c1ccccc1NC(=O)Cc1c(C(=O)O)c(C)cn1C	-8	-0.2%	2	4	-8	0.6	.	2	-2
CC(C)N1CCN(Cc2ccc(OCc3ccccc3)cc2)CC1CCO (configuration not stated)	7	6.5%	-10	14	-1	2.1	0	6	-6
Cc1nccc(-c2cccc(N/N=C(\C#N)C(=O)c3ccccc3)c2)n1	2	-0.3%	5	7	16	1.2	-5	18	-1
CC1(N2CCOCC2)CC2(O)C(=[N+]1[O-])CCc1c2no[n+]1[O-] (configuration not stated)	0	0.7%	0	5	.	.	.	1	6
Cc1sc2c(c1C)c(=O)n(Cc1ccccc1)c(=O)n2CC(=O)N(C)c1ccccc1	-3	0.8%	-5	-3	-5	-0.1	.	12	1
O=C(N/N=C/c1ccc([N+](=O)[O-])o1)c1cccc(S(=O)(=O)N2CCOCC2)c1	-4	9.8%	-6	5	.	.	.	3	1
Cc1cc(C)nc(/N=C(\N)Nc2ccc(C)c([N+](=O)[O-])c2)n1	-6	2.6%	-19	11	-10	-0.5	-18	-6	-11
CC(OC(=O)C1CCN(S(=O)(=O)c2ccc(F)cc2)CC1)C(=O)NC1CCCCC1C (configuration not stated)	-9	-1.5%	13	7	-7	1.9	-3	-9	-6
CS(=O)(=O)N(CC(=O)NCc1ccco1)c1cccc([N+](=O)[O-])c1	2	0.0%	3	2	7	-1.2	16	1	1
Cc1ccc(Cl)cc1N1CCN(S(=O)(=O)c2cnc[nH]2)CC1	-5	0.0%	14	0	13	-1.3	24	2	12
Cc1ccc(S(=O)(=O)N(CC2CO2)c2ccccc2[N+](=O)[O-])cc1 (configuration not stated)	6	0.5%	-3	0	11	-0.7	-1	0	3
CCn1c(CNC(=O)c2ccc(OC)cc2)nnc1SCC(=O)Nc1ccc(OC)cc1	.	-2.1%	-6	1	-3	.	.	5	2
O=C(O)CN(C1CCCCC1)S(=O)(=O)c1ccc(F)cc1	8	0.3%	2	-1	-7	0.3	17	-3	-1
Cc1ccc2c(c1)C(=O)OC(C(=O)Nc1ncc(Cc3ccc(C(C)C)cc3)s1)C2 (configuration not stated)	.	-1.5%	2	3	-13	-1.0	.	6	-5
Nc1ccc(-c2ccc(N)c([N+](=O)[O-])c2)cc1[N+](=O)[O-]	-2	3.7%	-14	1	13	-0.7	-10	1	-7
CC1=C(c2ccc(F)cc2)S(=O)(=O)NC1=NCc1ccccc1F	-4	-0.7%	4	1	-13	-0.3	.	-3	-2
Cc1nn(C)c(C)c1NC(=O)c1ccccc1NC(=O)Nc1ccccc1	1	3.7%	-14	0	7	-0.4	-12	3	-3
Cc1ccc(C)c(N2CCN(C(c3ccccc3)c3nnc(-c4ccccc4)o3)CC2)c1 (configuration not stated)	-18	?	3	2	2	0.1	.	-3	2
O=C(NCC(NS(=O)(=O)OCC(Cl)(Cl)Cl)c1ccccc1)C(F)(F)F (configuration not stated)	.	0.0%	2	3	2	0.7	4	-3	0
O=C(Cc1ccc(Cl)cc1)N/N=C/c1ccccc1	23	-0.5%	-3	0	-11	1.1	11	-8	-2
Cc1cc(OC(=O)c2cc([N+](=O)[O-])ccc2Cl)c([N+](=O)[O-])c(=O)[nH]1	.	-1.3%	-3	0	3	-0.6	4	-4	0
CC1(C)CC2CC(C)(CN2C(=O)Cc2ccccc2)C1 (configuration not stated)	-7	-0.2%	-3	0	-6	0.9	7	4	8
CC(C)(C)N1CC(c2nc3ccccc3n2CCOc2ccccc2)CC1=O (configuration not stated)	-2	3.8%	-6	1	-10	-0.1	-14	-2	-6
CCOc1ccc(N(CC(=O)NCc2ccco2)C(=O)CCC(=O)Nc2ccccn2)cc1	26	0.6%	17	0	1	1.2	-11	5	-3
CC1CCCCN1CCCNc1ccc(C(CC(N)=O)NC(=O)Cc2ccc(Cl)cc2)cc1[N+](=O)[O-] (configuration not stated)	.	-0.7%	3	0	6	0.9	-20	-7	-4
O=C(NN1C(=O)c2ccccc2NC1c1ccccn1)c1ccc(Br)cc1 (configuration not stated)	-1	0.3%	-12	1	-5	0.0	-11	-6	-3
COC(=O)c1c(C)oc2ccc(OC(=O)N3CCOCC3)cc12	-14	-0.7%	22	3	6	0.4	26	2	1
Cc1nc(CS(=O)c2ccc(Cl)cc2)cc(NCc2ccc(Cl)cc2Cl)n1 (configuration not stated)	-8	1.6%	11	1	-4	0.5	8	1	1
CN(C)c1ccc(CNCCC2CCOC(C)(C)C2)cc1 (configuration not stated)	.	-2.0%	-4	3	-3	0.7	6	-1	3
Cc1c(NC(=O)NC(C)N2C(=O)C3C4C=CC(C4)C3C2=O)c(=O)n(-c2ccccc2)n1C (configuration not stated)	-8	-0.5%	4	2	0	0.1	8	-3	-10

The list goes on; the last 4 above are carried over.
SMILES	RXFP1 antagonist	RXFP1 agonist	D1 antagonist	D1 ag	D2 potentiator	D2 ag	D2 antag	TRHR PAM	D1 PAM
COC(=O)c1c(C)oc2ccc(OC(=O)N3CCOCC3)cc12	-14	-0.7%	22	3	6	0.4	26	2	1
Cc1nc(CS(=O)c2ccc(Cl)cc2)cc(NCc2ccc(Cl)cc2Cl)n1 (configuration not stated)	-8	1.6%	11	1	-4	0.5	8	1	1
CN(C)c1ccc(CNCCC2CCOC(C)(C)C2)cc1 (configuration not stated)	.	-2.0%	-4	3	-3	0.7	6	-1	3
Cc1c(NC(=O)NC(C)N2C(=O)C3C4C=CC(C4)C3C2=O)c(=O)n(-c2ccccc2)n1C (configuration not stated)	-8	-0.5%	4	2	0	0.1	8	-3	-10
CC(O)C(NS(=O)(=O)c1ccc(Cl)cc1)C(=O)OCc1cc([N+](=O)[O-])cc2c1OCOC2 (configuration not stated)	-26	-1.5%	3	1	-11	-0.1	4	-10	-2
COc1ccc(OCCNS(=O)(=O)c2ccc3oc4ccccc4c3c2)cc1	-2	3.7%	19	14	3	0.0	0	-12	-3
O=C(CN1CCc2ccccc21)NN1CC(=O)N(c2ccccc2)CC1=O	1	-0.6%	4	1	-7	0.0	17	2	5
COc1ccc(NC(=O)C2=C(C)Nc3c(C(=O)Nc4ccc(C)cc4)cnn3C2c2cccc(Cl)c2)cc1 (configuration not stated)	2	-3.5%	-14	1	-7	0.1	.	-3	0
Cc1cc(C)n(CC(=O)NC2CCCc3c2cnn3-c2ccc(C)c(C)c2)n1 (configuration not stated)	3	3.9%	3	1	11	0.0	-5	-8	-2
COc1ccc(S(=O)(=O)N2CCCC2C(=O)NCC(=O)Nc2cccc(Cl)c2C)cc1 (configuration not stated)	2	4.8%	59	11	1	-0.8	-7	-2	0
O=C1/C(=C/c2ccco2)Oc2c1ccc(O)c2CN1CCCCC1	-8	7.0%	-13	12	-9	5.8	-3	3	-8
Cn1nc(C(C)(C)C)c([N+](=O)[O-])c1C(=O)N1CCCCCC1	8	0.1%	4	1	-3	-0.4	-27	3	-1
Cc1cc(C)cc(C(=O)OCC(=O)NCc2cccs2)c1	-5	-0.1%	-16	2	.	.	.	11	-4
CN1CCN(S(=O)(=O)c2cccc(C(=O)NCCOc3ccccc3)c2)CC1	-17	2.7%	7	1	-2	0.0	5	3	-1
CCOc1ncccc1C(=O)OCC(=O)N1c2ccccc2CC1C (configuration not stated)	0	0.5%	-2	0	3	-0.8	-10	156*	0
O=C(Nc1cc(F)ccc1F)C1CCCO1 (configuration not stated)	8	1.6%	11	6	12	1.0	10	4	-2
Cc1cc(N2CC(C)OC(C)C2)n2cc(-c3ccccc3)nc2n1 (configuration not stated)	-9	0.5%	15	1	5	1.1	11	-2	-2
CCOC(=O)C(C)Oc1ccc2c(C)cc(=O)oc2c1C(C)=O (configuration not stated)	-1	-0.2%	.	0	-11	0.3	-10	-2	-1
Cc1ccc(OCC(=O)Nc2ccccc2[N+](=O)[O-])c(Br)c1	-14	0.3%	14	2	2	4.0	8	1	6
CC(=O)Nc1ccc(NC(=O)C(C)Oc2ccccc2C(=O)NCc2ccccc2)cc1 (configuration not stated)	5	-0.9%	5	1	-1	0.2	-20	6	-3
CCCS(=O)(=O)C/C(N)=N/OC(=O)c1ccccc1Cl	12	16%	5	3	-19	0.3	-16	2	6

Assay outcomes: PubChem BioAssay, National Center for Advancing Translational Sciences (NCATS)
